Bioassay records from PubChem.
D1 antag = Antagonist of Human D 1 Dopamine Receptor: qHTS. D(1A) dopamine receptor (Homo sapiens), P21728. HEK293 TREx D1 cells, calcium flux, dopamine EC80; hits give low values. activity change, negative = inhibition, % at 10 µM. 360,000 tested, 3.2% active. AID 504652, 2011; in the data active = activity change below about -30%; note: % is set by controls: 0 for no effect and ±100 for the full control effect
Target sequence (P21728 whole entry, looked up): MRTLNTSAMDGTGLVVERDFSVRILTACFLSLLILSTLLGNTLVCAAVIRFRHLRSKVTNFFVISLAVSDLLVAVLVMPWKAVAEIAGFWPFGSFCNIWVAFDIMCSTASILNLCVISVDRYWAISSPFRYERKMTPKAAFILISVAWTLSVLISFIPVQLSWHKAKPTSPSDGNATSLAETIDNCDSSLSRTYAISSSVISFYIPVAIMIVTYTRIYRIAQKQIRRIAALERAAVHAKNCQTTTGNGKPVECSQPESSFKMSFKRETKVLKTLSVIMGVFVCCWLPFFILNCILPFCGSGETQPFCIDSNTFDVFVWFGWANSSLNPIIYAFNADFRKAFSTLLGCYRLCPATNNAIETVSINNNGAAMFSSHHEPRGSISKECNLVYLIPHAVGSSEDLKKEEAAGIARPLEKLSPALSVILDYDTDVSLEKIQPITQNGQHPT
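HEK293 T-REx cells expressing inducible, force-coupled D1 receptor; no-wash Ca dye, 30–90 min RT. Cmpd → 180 s read at 1 Hz → EC80 DA → 180 s read.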
D2 PAM = HTS Assay for Positive Allosteric Modulators of the Human D2 Dopamine Receptor: Primary Screen for Potentiators; D(2) dopamine receptor (Homo sapiens), P14416; HEK293 T-REx D2, calcium flux, EC20 dopamine potentiation; potentiation, % at 10 µM; 340,000 tested, 0.34% active;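 active = potentiation over 3 SD above the plate norm, cut at about 30% in these data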; note: 0% is about no effect
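Calcium flux readout, no-wash dye, 1 read/s. Inducible HEK293 Trex D2 line, overnight 30 C. Compound alone 180 s (agonist flags), then EC20 dopamine, another 180 s to score potentiation.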
RXFP1 ag = qHTS Assay for Agonists of the Relaxin Receptor RXFP1. Relaxin receptor 1 (Homo sapiens), Q9HBX9. HEK293T-RXFP1 cAMP TR-FRET, 30 min; response scale: percent of porcine relaxin response, buffer zero. Potency, µM (series often up to 57.5 µM), inactives show at the highest dose activation, most hits filed as activators. 370,000 tested, 0.3% active; active = well fitted activation curve with a large enough effect; inconclusive = small, poorly fitted or top-dose-only effect; note: potency is the fitted concentration of half-maximal effect; % is set by controls: 0 for no effect and ±100 for the full control effect; nearly all actives have a fitted effect of over 60% in size; many of its hits are not listed in these tables
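HEK293 cells stably expressing RXFP1, treated 30 min at 37C with compounds plus PDE4 inhibitor Ro 20174; cAMP measured by HTRF TR-FRET. Normalized to buffer and 29 nM porcine relaxin; EC50 by Hill fit.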
D2 antagonist = HTS Assay for Allosteric Antagonists of the Human D2 Dopamine Receptor: Primary Screen for Antagonists. D(2) dopamine receptor (Homo sapiens), P14416. HEK293 TREx D2 cells, calcium flux, dopamine EC80. inhibition, % at 10 µM. 340,000 tested, 2% active. AID 485344, 2010; in the data active = inhibition above about 30%; note: 0% is about no effect
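Cells plated overnight at 30 C with tetracycline; no-wash calcium dye, 30–90 min RT; 10 s baseline; compound pinned; 180 s read; EC80 dopamine added; another 180 s read.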
TRHR PAM = qHTS for Small Molecule Agonists and Allosteric Enhancers of Human TRH Receptor: Primary Screen for Enhancers | TRHR cells, fluo-8 calcium fluorescence, EC20 TRH enhancement | enhancement, % at 2 µM | 360,000 tested, 0.66% active | AID 493056, 2011; in the data active = enhancement above about 30%; note: 0% is about no effect
Target sequence (P34981 whole entry, looked up): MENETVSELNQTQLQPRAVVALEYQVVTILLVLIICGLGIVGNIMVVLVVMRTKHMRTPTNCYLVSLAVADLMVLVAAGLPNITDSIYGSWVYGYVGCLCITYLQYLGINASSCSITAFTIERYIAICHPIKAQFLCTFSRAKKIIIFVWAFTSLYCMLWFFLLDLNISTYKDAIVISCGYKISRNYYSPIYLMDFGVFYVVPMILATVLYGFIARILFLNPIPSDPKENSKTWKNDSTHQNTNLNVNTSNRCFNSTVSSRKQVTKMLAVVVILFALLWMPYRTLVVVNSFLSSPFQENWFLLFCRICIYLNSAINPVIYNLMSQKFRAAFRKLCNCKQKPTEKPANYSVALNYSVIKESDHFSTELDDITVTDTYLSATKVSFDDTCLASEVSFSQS
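TRHR-expressing cells loaded with fluo-8 calcium dye were read kinetically (ex 480/em 530) during compound addition, then stimulated with an EC20 of TRH (10 nM final). Enhancement of the Gq-mediated intracellular calcium response was scored.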
D1 agonist = Allosteric Agonists of the Human D1 Dopamine Receptor: qHTS | HEK293 T-REx D1 cells, calcium flux, agonist mode | activation, % at 2 µM | 360,000 tested, 1% active | AID 504660, 2011; in the data active = activation above about 30%; note: 0% is about no effect
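Agonism was scored from calcium flux recorded over 180 s (1 read/s) after pintool compound addition, following a 10-cycle baseline. Cells were inducible force-coupled HEK293 TREx D1, plated overnight at 30 C and loaded with no-wash calcium dye.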
D1 potentiator = Potentiators of Human D1 Dopamine Receptor: qHTS; D(1A) dopamine receptor (Homo sapiens), P21728; HEK293 TREx D1 cells, calcium flux, dopamine EC20 potentiation; potentiation, % at 10 µM; 360,000 tested, 0.036% active; in the data active = potentiation above about 30%; note: 0% is about no effect
RXFP1 antag = qHTS Assay for Antagonists of the Relaxin Receptor RXFP1 | activity change, negative = inhibition, % at 57.5 µM | AID 1259400, 2018 | 350,000 tested, 0.59% active | HEK293-RXFP1, relaxin-stimulated cAMP HTRF, 30 min; hits give low values | Relaxin receptor 1 (Homo sapiens), Q9HBX9;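 active = activity change of -60% or lower, but not beyond a set lower limit; inconclusive = change between -60% and -40%, or beyond the set limit; inactive = change above -40%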; note: % is set by controls: 0 for no effect and ±100 for the full control effect
D2 agonist = HTS Assay for Allosteric Agonists of the Human D2 Dopamine Receptor: Primary Screen for Agonists | D(2) dopamine receptor (Homo sapiens), P14416 | HEK293 T-REx D2 cells, calcium flux agonist mode | activation, % at 2 µM | 340,000 tested, 0.53% active;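 active = activation over 3 SD above normal in the single-dose calcium agonist read, cut at about 30% in these data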; note: 0% is about no effect
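HEK293 Trex D2 cells, tetracycline-induced, o/n 30 C 5% CO2; no-wash Ca dye, RT 30–90 min; 10-cycle baseline, 23 nl cpd added, kinetic Ca read 180 s; agonist hits = positive Ca response.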
An asterisk follows results filed as active; ? = inconclusive; · = not tested or not shown. The list is partial; count on the stated rates, not on these rows.

structure,D2 PAM,D2 agonist,D2 antagonist,D1 antag,D1 potentiator,TRHR PAM,RXFP1 antag,RXFP1 ag,D1 agonist
Cc1ccc(CNc2nc3ccccc3n2C)cc1,-8,-1.8,12,-17,-4,0,·,-2.2%,9
Cc1ccc2[nH]c(=O)c3cc(C(=O)NCC4CCCO4)sc3c2c1 (stereo not drawn),0,0.1,-6,6,8,2,-12,3.1%,0
O=S(=O)(c1ccc(Br)cc1)N1CCCN(Cc2ccccc2F)CC1,-22,41*,-20,-3,-17,1,-18,0.4%,4
COc1ccc(CN2C(=O)C(C)Oc3ccccc32)cc1 (stereo not drawn),6,-1.6,5,-35*,6,-6,7,0.3%,13
CN(C)S(=O)(=O)c1cccc(NC(=O)COC(=O)c2cc3ccccc3oc2=O)c1,3,-1.6,0,-11,-9,-4,-30,8.1%,3
COc1ccc2oc(-c3ccc(C)c(NC(=O)c4cccnc4)c3)nc2c1,13,-0.4,·,-6,0,1,4,-0.4%,0
CCCCC(=O)Nc1cc(Cl)ccc1C(=O)O,5,-1.6,-3,-5,2,-3,2,-2.3%,2
CCCCNC(=O)CSc1nnc(-c2ccc(S(=O)(=O)N3CCCC3)cc2)n1C,-2,0.2,13,-68*,-7,-2,13,-2.5%,-2
CCN(CC)C(=O)c1sc(NC(=O)c2c(OC)cccc2OC)c(C#N)c1C,5,1.4,-13,-30*,-3,5,-28,3.5%,0
COc1ccc(N2CCN(C(c3ccccc3)c3nnc(-c4ccccc4Cl)o3)CC2)cc1 (stereo not drawn),11,-0.6,·,1,-8,-5,-9,2.0%,0
COc1ccc(/C=N/Nc2nonc2N)cc1,5,0.2,-18,2,1,-5,13,-1.8%,1
O=C(COC(=O)c1c2ccccc2cc2ccccc12)NCC(F)(F)F,1,0.2,-14,7,-2,0,23,2.4%,3
CCOP(=O)(c1ccccc1)c1nc(-c2ccc(F)cc2)oc1N1CCCCC1 (stereo not drawn),11,-0.5,32*,4,-4,0,-19,4.6%,33*
O=c1[nH]c(SCc2nc3ccccc3c(=O)n2-c2ccccc2)nc2ccccc12,-6,-0.6,7,-5,-4,0,30,9.9%,0
O=C(NCc1ccco1)C1CCCN(S(=O)(=O)Cc2ccccc2)C1 (stereo not drawn),-4,0.2,1,8,0,-3,-14,0.1%,2
COc1ccc(-c2noc(N3CCC(C(=O)NCc4ccccc4Cl)CC3)n2)cc1,14,1.2,48*,-47*,-8,-2,11,-0.9%,7
CC(C)Cc1cc(C(=O)Nc2cc(Br)ccc2O)no1,7,-0.2,-24,-10,-4,3,-19,3.0%,-1
CCCCN(C(=O)C1CC(=O)N(c2ccc3c(c2)OCCO3)C1)c1c(N)n(CC(C)C)c(=O)[nH]c1=O (stereo not drawn),-5,0.2,1,7,-2,10,0,0.1%,1
Nc1n[nH]c(-c2ccc(F)cc2)n1,0,-0.3,-11,-16,0,4,6,0.9%,2
CCOc1cc(Br)c(CC(=O)NC2CCCCCC2)cc1OCC,-13,0.1,19,-2,2,1,-11,-0.3%,2
CC(=O)Nc1ccc(C(=O)Nc2ccc(S(=O)(=O)N3CCOCC3)cc2)cc1,3,0.6,-6,-2,-8,-1,-5,1.3%,2
Cc1occc1C(=O)Nc1cccc(C(F)(F)F)c1,4,-0.7,18,2,4,3,-3,?,2
COc1ccc(NC(=O)CN2CCC(NC(=O)C3CCCCC3)CC2)c([N+](=O)[O-])c1,-8,0.3,-1,7,1,0,-7,0.2%,3
Cc1ccc(N2C(=O)CSC2c2cccnc2)cc1F (stereo not drawn),11,-0.5,-26,8,-4,1,5,2.7%,3
C=CCOC(=O)Nc1snnc1C,3,0.5,-7,10,3,-6,-4,0.2%,1
CCOC(=O)c1sc2ncn(CC(=O)Nc3ccc(OC)c(Cl)c3)c(=O)c2c1C,12,0.6,·,-22,1,3,·,28%,2
Cc1cc(C)n(-c2cccc3cccnc23)n1,2,0.4,-2,3,0,-6,-7,3.3%,2
Cc1cccc(-n2c(C)cc(/C=C3\C(=N)N4N=C(CC(C)C)SC4=NC3=O)c2C)c1,·,·,·,6,-1,7,-14,-0.1%,3
O=C(O)c1sccc1Oc1ccc(NS(=O)(=O)c2ccc(Cl)cc2)cc1,9,-1.1,2,5,-4,3,2,0.7%,3
O=C(C1CCC1)N1CCc2cc(S(=O)(=O)Nc3ccc4c(c3)OCCO4)ccc21,·,·,·,-6,-1,-7,3,0.2%,3
CC(=O)c1ccc(N2CCN(C(=O)C3CCN(S(=O)(=O)c4ccc(F)cc4)CC3)CC2)cc1,6,0.5,-7,-11,-3,-1,-4,3.1%,3
C/C=C/c1ccc(OCC(=O)N2CCc3cc(OC)c(OC)cc3C2)c(OC)c1,0,-0.6,-3,-8,-5,0,-8,1.9%,-1
C/C(=N\NC(=O)c1nn(C)cc1Br)c1ccncc1,-6,-1.0,11,-3,-4,-12,-3,-3.0%,4
CCCC(=O)Nc1nnc(SCC(=O)NCc2ccc3c(c2)OCO3)s1,3,0.0,-4,5,3,0,0,-0.8%,-4
Cc1c(CC(=O)NCC(=O)O)c(=O)oc2cc3occ(-c4ccccc4)c3cc12,6,2.6,23,-26,1,-7,13,-1.9%,2
COc1ccc(CCNC(=O)c2cnn(-c3cccc(C)c3)c2C2CCNCC2)cc1OC,-9,0.0,·,5,-2,12,·,-0.5%,1
O=C(COC(=O)CNC(=O)c1ccccc1F)Nc1ccc2[nH]c(=O)[nH]c2c1,1,0.2,2,5,-2,6,-3,0.6%,0
O=C(NCC1COc2ccccc2O1)c1ccc(Cl)cc1 (stereo not drawn),-9,-0.4,17,-4,-5,-1,-16,0.7%,1
Cc1ccc(C(=O)NCC(=O)N2CCC(Cc3ccccc3)CC2)cc1,-5,23,-15,-36*,-2,4,-11,1.2%,9
COc1cccc(C(c2sc3nc(-c4ccco4)nn3c2O)N2CCN(c3ccccc3F)CC2)c1 (stereo not drawn),9,0.0,·,·,4,-1,-18,-2.1%,-3
COc1ccc(CCNC(=O)c2cccn2C)cc1,10,0.9,1,-7,-1,0,-6,-0.9%,3
Cc1cccc(NC(=O)Cn2cnc3ccc(S(=O)(=O)N4CCC(C)CC4)cc3c2=O)n1,8,0.2,-6,-9,1,-1,-2,3.7%,1
CCOC(=O)C1CCN(C(=O)CN2C(=O)NC3(CCCCC3)C2=O)CC1,1,-0.7,-39,9,8,9,2,-0.4%,1
CCc1nnc2c(Nc3ccccc3Br)nc3ccccc3n12,5,0.1,·,-8,-1,7,2,4.9%,0
O=C(NCCNC(=O)c1ccc(Br)o1)c1cccnc1,5,0.7,-9,19,12,7,-2,3.7%,1
CCc1nc(Cl)c(C#N)c2c1CSC(C)(C)C2,0,0.7,-8,15,-4,7,-12,0.3%,1
COc1ccccc1CNC(=O)C(=O)NCC(c1ccco1)S(=O)(=O)c1ccc(C)cc1 (stereo not drawn),-3,-0.3,·,·,-3,-4,-7,2.4%,0
COc1ccc(CC(=O)Nc2ccc(-c3noc(-c4ccccc4OC)n3)cc2)cc1,15,0.3,2,-3,-3,2,-7,3.7%,-1

Three of the entries above in order of their number in D1 potentiator, lowest first:
smiles | D1 potentiator
O=c1[nH]c(SCc2nc3ccccc3c(=O)n2-c2ccccc2)nc2ccccc12 | -4
CCN(CC)C(=O)c1sc(NC(=O)c2c(OC)cccc2OC)c(C#N)c1C | -3
O=C(C1CCC1)N1CCc2cc(S(=O)(=O)Nc3ccc4c(c3)OCCO4)ccc21 | -1

The list goes on.
structure,D2 PAM,D2 agonist,D2 antagonist,D1 antag,D1 potentiator,TRHR PAM,RXFP1 antag,RXFP1 ag,D1 agonist
Cc1ccc(NC(=S)Nc2cccc3cnccc23)cc1,-9,0.6,-6,-10,-4,5,0,7.3%,0
Cn1c(SCC(=O)Nc2ccc3cn[nH]c3c2)nnc1-c1cnccn1,-5,-0.2,1,-10,6,-6,10,2.0%,1
COCC1CCCN(Cc2cn(Cc3ccccc3)nc2-c2cc3ccccc3o2)C1 (stereo not drawn),1,1.0,-10,33,3,5,?,3.1%,9
CCN(CC)CCCNC(=S)N(CCO)Cc1cc2cc3c(cc2[nH]c1=O)OCCO3,-1,1.0,-10,-1,-5,5,-7,2.4%,2
Cc1cc2cc3c(N)[nH]nc3nc2cc1C,14,-0.3,0,15,-1,-6,-10,-3.9%,1
COC(=O)c1ccccc1NC(=O)c1cnn(-c2ccc(F)cc2)c1-n1cccc1,-3,·,·,15,-2,3,·,1.5%,3
COC(=O)NCC(c1cccnc1)N1CCN(c2ccccc2)CC1 (stereo not drawn),8,2.7,8,15,4,10,-6,-3.4%,0
O=C(c1ccco1)N1CCN(C(=O)c2ccc(COc3ccc4c(c3)CCC4)o2)CC1,18,-0.4,14,-15,-6,-1,-11,-0.9%,11
Cc1c(C)n(CCC(=O)O)c2ccccc12,4,1.2,-6,1,-2,-1,-1,4.4%,0
Cc1cc(C)n(-c2cccc(Cl)c2C#N)n1,1,0.7,14,4,-8,-1,-15,4.6%,0
CCC(CO)Oc1cc(NC(=O)c2cccc(Cl)c2)c2ncn(C(C)C)c2c1 (stereo not drawn),-10,0.1,2,·,-3,-6,·,5.1%,3
Cc1ccc2c(c1)C(=O)c1c(C(=O)O)cccc1-2,-2,·,·,-13,0,3,4,0.0%,1

Some of the entries above in another layout.
Cc1cc(C)n(-c2cccc(Cl)c2C#N)n1
  D2 PAM: 1 | D2 agonist: 0.7 | D2 antagonist: 14 | D1 antag: 4 | D1 potentiator: -8 | TRHR PAM: -1 | RXFP1 antag: -15 | RXFP1 ag: 4.6% | D1 agonist: 0
Cc1c(C)n(CCC(=O)O)c2ccccc12
  D2 PAM: 4 | D2 agonist: 1.2 | D2 antagonist: -6 | D1 antag: 1 | D1 potentiator: -2 | TRHR PAM: -1 | RXFP1 antag: -1 | RXFP1 ag: 4.4% | D1 agonist: 0
